Screening results: PubChem, several laboratories
H9c2 protect: modulators protecting cardiomyocytes from myocardial damage | H9c2 cardiomyocytes, H2O2 injury protection, ATPLite, 2 h | protection from H2O2 cell death, % at 20 µM | actives 0.63% (n = 360,000);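 active means compounds giving at least 50% protection of heart cells from peroxide-induced death in the single-dose screen, raw or plate-pattern-corrected value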;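 further: 0% = DMSO wells with peroxide and 100% = DMSO wells without peroxide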
aDG glyco act: increases alpha dystroglycan glycosylation. activation, % at 10 µM. actives 0.22% (n = 360,000). Pro5-aDG cells, alpha-DG glycosylation AlphaScreen (IIH6); 0% Pro5, 100% B10-LARGE cell signal;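 active means activation of at least 8% versus controls, or a plate z-score of at least 8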;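 further: Pro5 are CHO cells carrying HIG-tagged alpha-DG that lacks glycosylation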
Vif inh: HIV Vif inhibition; HEK293T cells, Vif self-association by quenched fluorescence, imaging, 24 h; inhibition, % at 7.49 µM; actives 0.35% (n = 340,000); in the data active means inhibition above about 50%, passing the limit was not always enough; further: some results filed as inactive read as strong as hits
MC4R antagonist: human MC4R antagonism in cAMP assay; P32245; MC4R-expressing cells, MTII-stimulated cAMP, LANCE TR-FRET; inhibition, % at 6.5 µM; actives 0.48% (n = 360,000);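 active means inhibition above its plate's cutoff, the mean of tested wells on that plate plus 3 SD, cut at about 29% in these data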;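 further: 0% = Melanotan II alone and 100% = Melanotan II plus saturating MCL0020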
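System: U2OS cells stably expressing human melanocortin 4 receptor (MC4R). Reagent: Melanotan II challenge after compound preincubation. Doses: 6.5 µM. Times: 30-min compound, 1-h challenge, 1-h detection, room temperature. Measured by: TR-FRET with Eu-cAMP and labeled anti-cAMP, 671 nm. Replicates: singlicate.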
CaV13 FRET inh: Primary screen for inhibitors of IQ motif and Ca2+-dependent inactivation inhibitor domain binding in CACNA1D, Förster resonance energy transfer in living cells, …; HEK cells, CFP/YFP FRET ICDI-IQ, plate reader, 10 min; percent FRET-ratio fall versus neutral wells; inhibition, % at 12.3 µM; actives 0.098% (n = 340,000); AID 743397;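 active means mean replicate inhibition of at least 30% and at least 1% of replicates passing that level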;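 further: 0% = median of the neutral control wells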
PDI turbidity: blocks human protein disulfide isomerase activity | actives 0.052% (n = 350,000) | PDI insulin aggregation turbidity, A650, 90 min | P07237 | inhibition, % at 10 µM | AID 588391;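 active means mean inhibition across replicates of 30% or more, whatever share of single replicates reach that level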;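 further: absorbance from insulin aggregation driven by PDI reduction with DTT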
MC4R ag barr: activates human MC4R beta-arrestin recruitment. U2OS MC4R beta-arrestin complementation, luminescence; percent of melanotan II response, DMSO zero. activation, % at 8.9 µM. actives 0.98% (n = 360,000). AID 540308;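 active means activation above a per-plate cutoff, the mean activation of sample wells on that plate plus 3 SD, cut at about 8% in these data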
ABCB6 inh 2: blocks the human ABCB6 transporter. Q9NP58. K562-ABCB6 porphyrin accumulation, flow cytometry, 1 h; active compounds read low. fluorescence ratio to DMSO, % at 10 µM. actives 0.19% (n = 360,000);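 active means fluorescence ratio to DMSO below 75%, the collection mean minus 3 SD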;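 further: signal is porphyrin accumulated inside mitochondria; 100% equals median channel fluorescence of DMSO control wells; lower ratio means ABCB6 inhibition with less porphyrin fluorescence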
Target sequence (Q9NP58 whole entry, looked up): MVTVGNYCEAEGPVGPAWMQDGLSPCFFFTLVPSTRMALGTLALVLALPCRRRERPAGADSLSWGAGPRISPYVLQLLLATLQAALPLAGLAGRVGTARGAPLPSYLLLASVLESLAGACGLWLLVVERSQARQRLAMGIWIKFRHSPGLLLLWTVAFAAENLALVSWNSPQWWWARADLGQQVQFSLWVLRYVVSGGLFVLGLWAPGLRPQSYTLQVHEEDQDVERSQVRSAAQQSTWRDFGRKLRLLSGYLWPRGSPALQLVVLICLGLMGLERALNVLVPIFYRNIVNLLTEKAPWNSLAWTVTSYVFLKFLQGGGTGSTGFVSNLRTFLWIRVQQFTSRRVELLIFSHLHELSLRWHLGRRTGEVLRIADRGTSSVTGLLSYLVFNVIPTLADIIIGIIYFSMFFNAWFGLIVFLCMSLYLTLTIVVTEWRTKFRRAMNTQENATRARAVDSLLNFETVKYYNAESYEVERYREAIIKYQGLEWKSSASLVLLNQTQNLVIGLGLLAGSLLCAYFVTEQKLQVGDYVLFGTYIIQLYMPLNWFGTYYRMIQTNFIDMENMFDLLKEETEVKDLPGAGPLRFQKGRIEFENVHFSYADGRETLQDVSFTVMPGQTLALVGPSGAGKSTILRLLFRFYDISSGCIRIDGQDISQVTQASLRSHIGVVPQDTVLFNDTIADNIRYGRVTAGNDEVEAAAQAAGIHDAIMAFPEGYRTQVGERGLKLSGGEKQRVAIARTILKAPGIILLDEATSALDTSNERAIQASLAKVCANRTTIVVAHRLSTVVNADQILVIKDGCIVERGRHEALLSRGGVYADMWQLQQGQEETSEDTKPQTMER
N-glyco inh: N-linked glycosylation inhibition | D54 ERlucT glycosylation luciferase reporter, 24 h; percent of 100 nM tunicamycin response | reporter increase, % at 12.5 µM | actives 0.23% (n = 360,000);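 active means mean luciferase reporter signal, scaled so untreated is 0 and the glycosylation-blocking control 100, at or above a set limit in every replicate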;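 further: luciferase carries N-glycosylation sites so blocking glycosylation raises the light; 0% = median of neutral control wells and 100% = median of 100 nM tunicamycin wells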
HTR2A ag: agonists of mouse serotonin 5-HT2A receptor (HTR2A) | P35363 | CHO-K1 mHTR2A beta-arrestin complementation, luminescence; percent of 30 µM serotonin response | activation, % at 7.6 µM | actives 0.66% (n = 360,000) | AID 624169;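 active means activation above a run cutoff, the mean activation of all tested compounds plus 3 SD, cut at about 14% in these data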;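 further: 0% = plate median of compound wells and 100% = 30 µM serotonin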
Active calls of the source: *; . = no result given; & = joins results of further samples.

SMILES	H9c2 protect	aDG glyco act	Vif inh	MC4R antagonist	CaV13 FRET inh	PDI turbidity	MC4R ag barr	ABCB6 inh 2	N-glyco inh	HTR2A ag
COc1ccc(C2c3ccc(O)cc3Oc3ncn(Cc4ccccc4)c(=N)c32)cc1OC (stereo not drawn)	12	0.0	-17	-8	-14	11	-3.0	113	8	-2
N=C1SCC(=O)N1c1ncc(Cc2ccccc2Cl)s1	8	0.1	0	-6	-3	-6	-3.7	99	3	-5
CC(Oc1ccc(F)cc1F)C(=O)/C=C/N(C)C (stereo not drawn)	7	0.1	34	0	-7	3	-0.8	98	0	-6
COc1ccccc1OCCOC(=O)Nc1ccccc1	-7	0.1	3	5	-19	15	-0.3	100	3	-3
O=[N+]([O-])c1ccc(N=Cc2sc3ccccc3c2O)cc1	-6	-0.3	-13	5	-16	-1	2.1	122	1	-3
CCOC(=O)c1nc(C)[nH]c1C(=O)OCC	12	-0.2	-1	0	-5	3	-0.1	104	4	0
COc1ccc(Br)cc1C(=O)NC(=S)Nc1ccc(Cl)c(C(=O)O)c1	-1	-0.4	2	7	-1	5	0.1	99	-1	6
Cc1ccc(NC(=O)CCC(=O)N/N=C/c2coc3ccc(F)cc3c2=O)cc1	0	0.1	-2	-5	-14	1	-0.9	94	-2	0
CCCCN(C)C(=O)c1sc(=O)n(Cc2c(C)noc2C)c1C	2	0.1	-1	-2	-7	8	1.1	97	-3	10
CN(CC(=O)Nc1ccccc1Br)CC(=O)NC(c1ccccc1)c1ccccc1	-7	0.2	-13	2	-5	5	-1.3	93	-1	-4
CCCn1cnnc1CNC(=O)[C@H]1O[C@@H](n2ccc(=O)[nH]c2=O)[C@H](O)[C@@H]1O	2	0.9	-4	.	-11	.	.	103	1	-3
O=C(CN1C2=NCCCN2c2ccccc21)c1ccc(Cl)cc1Cl	-2	0.3	4	2	-6	1	-2.2	99	-2	-6
COc1cc(/C=N/n2nnnc2Nc2ccccc2)cc(OC)c1OC	85*	-0.6	-13	15	.	2	-2.5	98	6	-1
O=C1NCCN/C1=C\C(=O)c1ccc(Br)cc1	-8	0.0	-4	-2	2	3	0.2	103	-6	0
COc1cccc2c(=O)n(CC(=O)N3CCCc4ccccc43)ccc12	-3	-0.1	.	-3	-7	.	-0.1	99	-3	0
CSc1nn(-c2ccc(C(=O)OC(C(=O)NC(N)=O)C(C)C)cc2)c(=S)s1 (stereo not drawn)	-9	-0.1	4	5	-5	11	7.7	104	0	-4
COCCNC(=O)C(c1ccc(C)cc1)N(C(=O)C(=O)NC1CCCC1)c1ccc2c(c1)OCCO2 (stereo not drawn)	4	0.0	-2	0	-3	0	-4.4	99	-1	-6
Cc1ccc(S(=O)(=O)NC(C)(C)CSc2nnc(N)s2)cc1	-6	-0.1	0	3	-1	-5	-2.0	98	3	-1
CCc1nnc(NC(=O)c2ccco2)s1	2	0.5	.	10	-6	-6	1.1	102	2	1
CCOCc1cc(CN2CCCC(CNC(=O)c3ccco3)C2)ccc1OC (stereo not drawn)	4	0.1	-3	8	-7	0	-0.3	97	0	-2
Cc1c(NC(=O)c2cccs2)c(=O)n(-c2ccccc2)n1C	2	-0.2	-3	4	9	0	-2.3	96	0	3
N#C/C(=C\c1cccnc1)C(=O)NC1CCCCC1	3	0.3	-8	-5	-4	2	-1.5	102	-4	1
Cn1c(SCC(N)=O)nnc1-c1ccc(C(C)(C)C)cc1	-3	-0.2	9	10	-1	-1	1.2	101	4	-2
O=C1C=C(O)CC(c2ccc(Cl)cc2)C1 (stereo not drawn)	7	0.1	0	3	-4	-4	-3.3	92	0	-1
Cc1ccc(C(=O)Nc2cccc(C(F)(F)F)c2)cc1NC(=O)c1[nH]cnc1C(N)=O	5	-0.1	2	3	-10	-4	2.3	97	-3	-2
COc1ccccc1S(=O)(=O)N1CCC(C(=O)O)(c2ccccc2)CC1	-4	0.0	-1	5	-4	6	0.7	100	0	1
CCN(CC)C(=O)c1cccc(-c2csc(C(O)c3ccccc3)n2)c1 (stereo not drawn)	-11	0.6	-13	8	-11	-1	1.5	103	1	-6
CCOC(=O)C1(CCc2ccccc2)CCN(C(=O)C2CCOCC2)CC1	-7	-0.2	-3	-2	-4	-18	-0.3	97	2	-1
Cc1cccc2cc(C#N)c(SCC#N)nc12	4	0.0	4	24	-13	-3	2.6	100	3	0
COCCn1c(SCc2ccc(F)cc2)nc2ccccc2c1=O	-1	0.1	-17	-2	-2	-5	-2.0	95	-6	-2
COc1cc(O)c(CCO)c2c1C(=O)C[C@@H](C)O2	-1	-0.3	-1	2	.	.	-0.4	96	1	-3
CCC(C)(C#CCN1CCCCC1)OC(C)=O (stereo not drawn)	3	-0.3	7	4	-2	3	-2.4	102	1	0
Cc1ccc(C(=O)Cn2cncn2)cc1	0	-0.2	-1	-8	-5	8	1.5	89	0	2
Cc1ccc(C)c(N2C(=O)c3ccc(C(=O)Nc4ccccn4)cc3C2=O)c1	2	1.6	.	8	-7	4	1.8	100	2	13
COc1ccc(/C(C)=N/Nc2nncc3ccccc23)cc1	-14	-0.2	-8	-5	-3	5	-0.3	98	-10	1
Cc1cc(N/N=C/c2ccc(N(C)C)cc2)nc(NCc2ccccc2)n1	-11	0.2	14	-1	-21	-1	6.3	98	-9	-8
O=C(CN(Cc1ccccc1F)S(=O)(=O)c1ccc(Cl)cc1)NCCC1=CCCCC1	-9	0.0	6	12	-5	10	2.0	98	-5	3
O=C1CCc2cc(S(=O)(=O)N3CCC(C(=O)NCc4ccccn4)CC3)ccc2N1	1	0.0	7	11	-2	0	0.4	98	1	-2
COc1ccc(C(=O)Nc2ccc(S(=O)(=O)NC(C)=O)cc2)cc1	2	0.2	-1	14	-7	-3	-1.7	102	3	3
Cc1ccc(C(=O)NCCNC(=O)c2ccccn2)cc1	1	-0.2	1	6	-3	-2	-1.4	99	-1	-3
CCc1nc(N2CCCCC2)c2oc3ccccc3c2n1	-8	0.2	.	6	-3	-5	2.3	101	-2	-1
O=C(COC(=O)Cn1[nH]c(=O)c2ccccc2c1=O)Nc1ccc2c(c1)OCO2	38	0.0	0	0	-5	-3	-2.0	97	1	2
Cc1ccc2c(c1)C(=O)N1[C@H]3c4cc(Br)ccc4OC[C@@H]3[C@H](c3ccccc3)[C@]1(C)C(=O)N2	-4	-0.2	-1	17	-5	-4	-2.3	104	27*	5
COc1ccc(NC(=O)C2C3C=CC4(O3)C2C(=O)N(CCN2CCCCC2C)C4C(=O)NC2CCCCC2)cc1 (stereo not drawn)	0	0.0	1	-3	-7	-8	0.2	95	-1	5
CCCc1nc2ccccc2c(C(=O)OCc2nnc(-c3cc(OC)c(OC)c(OC)c3)o2)c1CC	65*	0.2	-10	-4	-5	6	-1.2	91	2	0
Cc1cc(NC(=O)c2ccc([N+](=O)[O-])cc2)n(C)n1	-4	0.0	11	-4	-3	-7	-1.1	95	2	0
O=C(NC1=NC2CCCCC2N1)c1ccccc1 (stereo not drawn)	-33	-0.1	16	2	.	-4	-0.8	97	-8	-1
C=CCNC(=O)Cn1nc(-c2ccccc2)ccc1=O	6	-0.1	-5	20	-9	3	-0.1	101	2	-1
Cc1ccc(S(=O)(=O)CC(C)N2CCOCC2)c(S(=O)(=O)CC(C)N2CCOCC2)c1 (stereo not drawn)	-6	-0.1	4	-4	-4	2	1.6	100	1	0
COc1ccc(CC(=O)NCC2(c3ccc(OC)c(OC)c3)CCOCC2)cc1	3	-0.1	43&-2	2	.	0	-0.8	91	1	-5
CO[C@@H]1[C@@H](OC(N)=O)[C@@H](O)C(Oc2ccc3c(O)c(NC(=O)c4ccc(O)c(CC=C(C)C)c4)c(=O)oc3c2C)OC1(C)C (stereo partly drawn)	-5	0.3	-7	4	-6	-3	0.5	94	1	4
CC1CCCN(Cc2nc(Cc3ccccc3Cl)no2)C1 (stereo not drawn)	-2	0.0	0	10	-5	1	0.6	96	1	2
COc1ccc(C(NC(=O)C2CCN(CCOc3ccc(Cl)cc3Cl)CC2)c2cccs2)cc1 (stereo not drawn)	-10	0.8	-13	5	-6	-5	111*	91	-3	-3
COc1ccc(-c2cc(C(=O)NNC(=S)NC(=O)c3c(-c4ccccc4)noc3C)[nH]n2)cc1	25	0.0	-2	13	-6	-2	-5.6	96	1	-2
CCC(Sc1nc(N)cc(=O)[nH]1)C(=O)Nc1cc(C)on1 (stereo not drawn)	8	0.9	-11	4	-4	-2	1.8	103	-1	6
O=C(Nc1ccncc1)c1c(F)cccc1F	-4	0.0	-16	5	.	-2	-0.7	99	-8	5
COC(=O)c1c(-c2ccc(OC)cc2)sc2ccc(OC)cc12	-12	-0.2	0	1	-4	-8	-0.8	95	0	2
Cc1cc(NCc2ccco2)nc2cc(O)ccc12	4	0.3	.	6	-5	19	0.9	104	3	-5

Part of the list above in another layout.
COc1cccc2c(=O)n(CC(=O)N3CCCc4ccccc43)ccc12
  H9c2 protect = -3
  aDG glyco act = -0.1
  Vif inh = .
  MC4R antagonist = -3
  CaV13 FRET inh = -7
  PDI turbidity = .
  MC4R ag barr = -0.1
  ABCB6 inh 2 = 99
  N-glyco inh = -3
  HTR2A ag = 0
COCCn1c(SCc2ccc(F)cc2)nc2ccccc2c1=O
  H9c2 protect = -1
  aDG glyco act = 0.1
  Vif inh = -17
  MC4R antagonist = -2
  CaV13 FRET inh = -2
  PDI turbidity = -5
  MC4R ag barr = -2.0
  ABCB6 inh 2 = 95
  N-glyco inh = -6
  HTR2A ag = -2
Cc1ccc(NC(=O)CCC(=O)N/N=C/c2coc3ccc(F)cc3c2=O)cc1
  H9c2 protect = 0
  aDG glyco act = 0.1
  Vif inh = -2
  MC4R antagonist = -5
  CaV13 FRET inh = -14
  PDI turbidity = 1
  MC4R ag barr = -0.9
  ABCB6 inh 2 = 94
  N-glyco inh = -2
  HTR2A ag = 0
Cc1ccc2c(c1)C(=O)N1[C@H]3c4cc(Br)ccc4OC[C@@H]3[C@H](c3ccccc3)[C@]1(C)C(=O)N2
  H9c2 protect = -4
  aDG glyco act = -0.2
  Vif inh = -1
  MC4R antagonist = 17
  CaV13 FRET inh = -5
  PDI turbidity = -4
  MC4R ag barr = -2.3
  ABCB6 inh 2 = 104
  N-glyco inh = 27*
  HTR2A ag = 5

Quoted at random: 2 compounds from above, in no set order.
SMILES	H9c2 protect	aDG glyco act	Vif inh	MC4R antagonist	CaV13 FRET inh	PDI turbidity	MC4R ag barr	ABCB6 inh 2	N-glyco inh	HTR2A ag
COc1ccc(-c2cc(C(=O)NNC(=S)NC(=O)c3c(-c4ccccc4)noc3C)[nH]n2)cc1	25	0.0	-2	13	-6	-2	-5.6	96	1	-2
CC1CCCN(Cc2nc(Cc3ccccc3Cl)no2)C1 (stereo not drawn)	-2	0.0	0	10	-5	1	0.6	96	1	2
